From PubChem BioAssay
mHTT CaM bind: mHTT-calmodulin interaction abrogation | AlphaScreen His-mHTT/GST-CaM binding, luminescence | inhibition, % at 15 µM | 190,000 compounds, 3.6% hits;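 also: 0% = both proteins with DMSO and 100% = one protein alone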
Target sequence (P42858 whole entry, looked up, stated change not applied): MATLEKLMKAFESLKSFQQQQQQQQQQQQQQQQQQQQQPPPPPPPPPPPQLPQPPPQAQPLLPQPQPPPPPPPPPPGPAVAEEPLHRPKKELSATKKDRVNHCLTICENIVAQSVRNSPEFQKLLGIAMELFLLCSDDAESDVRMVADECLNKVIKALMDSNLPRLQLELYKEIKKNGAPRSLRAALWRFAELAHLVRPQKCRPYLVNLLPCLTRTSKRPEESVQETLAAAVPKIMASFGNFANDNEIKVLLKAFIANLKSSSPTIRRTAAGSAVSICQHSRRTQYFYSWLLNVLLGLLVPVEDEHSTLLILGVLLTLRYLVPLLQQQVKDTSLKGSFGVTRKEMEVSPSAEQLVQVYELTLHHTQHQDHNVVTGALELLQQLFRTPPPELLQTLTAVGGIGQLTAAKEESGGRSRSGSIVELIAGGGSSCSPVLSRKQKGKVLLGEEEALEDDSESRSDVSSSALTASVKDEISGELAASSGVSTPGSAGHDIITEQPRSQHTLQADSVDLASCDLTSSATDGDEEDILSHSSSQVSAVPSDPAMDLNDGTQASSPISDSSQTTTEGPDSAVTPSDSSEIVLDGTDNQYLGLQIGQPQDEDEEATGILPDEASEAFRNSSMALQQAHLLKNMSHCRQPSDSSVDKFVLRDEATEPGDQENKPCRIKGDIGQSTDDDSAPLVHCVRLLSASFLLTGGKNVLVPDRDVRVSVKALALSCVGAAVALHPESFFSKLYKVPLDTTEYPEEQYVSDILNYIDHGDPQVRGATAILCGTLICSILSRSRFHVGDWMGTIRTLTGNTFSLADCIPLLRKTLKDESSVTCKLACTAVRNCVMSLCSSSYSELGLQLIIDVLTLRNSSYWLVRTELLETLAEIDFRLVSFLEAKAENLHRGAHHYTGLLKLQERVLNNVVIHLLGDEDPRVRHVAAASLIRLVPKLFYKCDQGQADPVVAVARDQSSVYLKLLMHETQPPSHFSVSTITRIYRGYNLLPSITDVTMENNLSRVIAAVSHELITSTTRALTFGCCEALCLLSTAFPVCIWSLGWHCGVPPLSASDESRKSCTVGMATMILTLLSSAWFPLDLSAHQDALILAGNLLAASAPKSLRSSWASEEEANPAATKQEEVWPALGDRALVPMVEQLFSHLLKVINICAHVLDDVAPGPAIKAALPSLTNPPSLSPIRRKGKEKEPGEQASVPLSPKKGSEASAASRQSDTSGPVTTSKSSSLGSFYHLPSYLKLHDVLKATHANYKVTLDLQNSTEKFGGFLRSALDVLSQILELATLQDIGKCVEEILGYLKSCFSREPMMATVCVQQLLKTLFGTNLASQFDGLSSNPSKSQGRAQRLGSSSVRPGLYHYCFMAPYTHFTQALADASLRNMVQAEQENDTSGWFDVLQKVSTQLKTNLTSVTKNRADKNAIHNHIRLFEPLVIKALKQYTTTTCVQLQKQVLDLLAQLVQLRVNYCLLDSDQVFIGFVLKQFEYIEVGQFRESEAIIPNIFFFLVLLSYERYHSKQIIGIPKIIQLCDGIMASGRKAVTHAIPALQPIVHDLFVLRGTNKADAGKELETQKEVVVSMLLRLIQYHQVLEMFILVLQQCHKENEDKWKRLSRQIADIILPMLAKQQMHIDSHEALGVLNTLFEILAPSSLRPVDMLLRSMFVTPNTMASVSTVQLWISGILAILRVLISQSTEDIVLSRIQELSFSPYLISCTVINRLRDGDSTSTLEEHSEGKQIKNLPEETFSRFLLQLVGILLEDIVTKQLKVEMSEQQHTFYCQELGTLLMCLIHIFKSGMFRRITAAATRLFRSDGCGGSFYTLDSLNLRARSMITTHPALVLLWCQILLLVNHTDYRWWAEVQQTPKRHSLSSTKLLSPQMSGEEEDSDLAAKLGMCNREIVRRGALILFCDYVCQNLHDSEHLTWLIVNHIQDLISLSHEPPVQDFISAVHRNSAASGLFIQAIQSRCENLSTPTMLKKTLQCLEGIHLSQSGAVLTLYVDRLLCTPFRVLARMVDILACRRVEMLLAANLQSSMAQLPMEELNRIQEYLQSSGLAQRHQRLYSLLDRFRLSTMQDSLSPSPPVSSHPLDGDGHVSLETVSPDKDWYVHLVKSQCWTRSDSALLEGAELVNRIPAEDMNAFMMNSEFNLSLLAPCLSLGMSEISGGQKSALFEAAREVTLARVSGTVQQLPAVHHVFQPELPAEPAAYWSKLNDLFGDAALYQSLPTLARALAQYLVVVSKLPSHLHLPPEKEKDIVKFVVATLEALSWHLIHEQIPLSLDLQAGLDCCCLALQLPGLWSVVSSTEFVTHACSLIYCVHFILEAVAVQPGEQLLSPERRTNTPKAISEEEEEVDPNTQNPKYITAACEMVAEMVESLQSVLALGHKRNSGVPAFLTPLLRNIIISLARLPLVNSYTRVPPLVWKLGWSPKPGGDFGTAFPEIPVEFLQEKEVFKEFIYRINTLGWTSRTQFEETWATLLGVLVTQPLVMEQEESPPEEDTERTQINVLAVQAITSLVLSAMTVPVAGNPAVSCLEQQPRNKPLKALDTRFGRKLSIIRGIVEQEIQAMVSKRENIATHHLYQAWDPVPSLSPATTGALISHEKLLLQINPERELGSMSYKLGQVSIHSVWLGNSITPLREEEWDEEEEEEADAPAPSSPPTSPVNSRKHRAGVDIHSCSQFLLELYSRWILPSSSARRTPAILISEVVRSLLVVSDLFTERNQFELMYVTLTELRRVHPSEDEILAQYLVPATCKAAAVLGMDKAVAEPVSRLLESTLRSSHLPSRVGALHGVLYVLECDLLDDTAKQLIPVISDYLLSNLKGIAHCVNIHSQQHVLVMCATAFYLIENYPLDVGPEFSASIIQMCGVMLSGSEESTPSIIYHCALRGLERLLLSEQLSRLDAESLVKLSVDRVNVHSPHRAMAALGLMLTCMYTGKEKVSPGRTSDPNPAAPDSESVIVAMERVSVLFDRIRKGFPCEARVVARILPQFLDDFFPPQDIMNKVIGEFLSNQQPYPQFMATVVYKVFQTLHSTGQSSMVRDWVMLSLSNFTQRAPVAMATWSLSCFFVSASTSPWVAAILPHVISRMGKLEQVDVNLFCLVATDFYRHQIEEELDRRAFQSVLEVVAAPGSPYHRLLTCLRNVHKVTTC
Pf apPOL block: Pf-apPOL DNA polymerase inhibition; Recombinant Pf-apPOL, molecular beacon fluorescence, 1.5 h; inhibition, % at 10 µM; 210,000 compounds, 0.25% hits; AID 1794808
Numbers without * were called inactive; x = not tested or not shown. Rule as the data show it: active = inhibition above about 50%; inactive = the rest. The list is partial; the hit share may differ from the screen's.

SMILES | mHTT CaM bind | Pf apPOL block
O=C(NC1CC1)c1nc2ccccn2c1-c1ccsc1 | -8.2 | -3.2
CN(C)N=Cc1ccc([N+](=O)[O-])o1 | x | 38.7
Cn1cc(S(=O)(=O)NCc2ccc3c(c2)OCO3)c(C(F)(F)F)n1 | x | -9.9
COc1ccc(Cl)cc1C(=O)Nc1cc(C)ccn1 | -8.6 | -3.6
O=C(CN1CCN(C(=O)Nc2ccc(F)cc2)CC1=O)NCc1ccc(F)cc1 | -7.0 | -5.1
COc1nc(Nc2ccc(C)cc2)nc(OC)n1 | 0.9 | -3.2
Cc1ccc(-c2nc(C(=O)N3CCCCCC3)cs2)n1C | 4.4 | -7.1
O=C(COc1ccc(Br)cc1)Nc1cc(Cl)ccc1Cl | -11.4 | -5.3
O=C(C1CCCN(c2ncc(-c3ccc(F)cc3)cn2)C1)N1CCCC1 (configuration not stated) | -13.8 | 3.7
CCOc1nccnc1N1CCC(N(C)C(=O)c2ccco2)C1 (configuration not stated) | 19.4 | -1.9
CC(C)(C)C1CCC2(CC1)SCC(=O)N2c1cccc(Cl)c1 (configuration not stated) | 3.0 | 1.1
COCCNS(=O)(=O)c1ccc(I)cc1 | 2.5 | -2.1
Cc1c(Cl)cccc1NC(=O)N1CCN(c2cc(N3CCCC3)ncn2)CC1 | -8.3 | -5.4
Cc1ccc(C(C)C)c(OCCCCN(C)C)c1 | -0.5 | -2.9
Cn1c(CO)nc2cc(N=Cc3ccc(O)cc3O)ccc21 | 17.0 | 4.3
CCOc1ccccc1N(C)C(=O)c1cc(S(=O)(=O)NCCc2ccccc2)ccc1F | 15.0 | 31.2
O=S(=O)(Nc1ccc(-c2ccc3nnc(-c4cccs4)n3n2)cc1)c1ccccc1 | 16.9 | -5.7
COc1ccc(-c2nnc(NC(=O)Nc3ccc(Cl)cc3)s2)cc1OC | 4.0 | -2.6
Cc1ccc2nc(C(=O)NCc3ccc(C)o3)cn2c1 | 1.3 | -2.6
COCCCNC(=O)c1ccnc(N2CCNC(c3ccccc3)C2)c1 (configuration not stated) | -4.8 | 3.6

Two consecutive entries already listed:
SMILES | mHTT CaM bind | Pf apPOL block
O=C(NC1CC1)c1nc2ccccn2c1-c1ccsc1 | -8.2 | -3.2
CN(C)N=Cc1ccc([N+](=O)[O-])o1 | x | 38.7

Additional records follow.
SMILES | mHTT CaM bind | Pf apPOL block
O=S(=O)(c1ccccc1F)N1CCC(c2noc(-c3ccc(Cl)cc3)n2)CC1 | -4.0 | -8.6
CNC(=O)N1CCCC(c2cccc(C(=O)NCc3ccc(Cl)cc3)c2)C1 (configuration not stated) | 44.5 | -7.4
COc1ccc(S(=O)(=O)N2CCC(Oc3cccc(C(F)(F)F)c3)CC2)cc1OC | 0.8 | -14.9
CCCCCC(=O)N1C[C@H](n2cc(-c3ccc(F)cc3)nn2)[C@@H](O)C[C@@H]1c1ccc(OC)cc1 | 11.0 | -3.1
CCCCN(Cc1ccccc1)C(=O)c1cnc2n(c1=O)CCS2 | -2.0 | -0.4
S=C1NCN(Cc2cccnc2)CN1 | x | -10.3
Cc1ccc(S(=O)(=O)CC(=O)Nc2nc3c(s2)C(=O)CC(C)(C)C3)cc1 | -6.5 | x
CC(C)CCNC(=O)N1CCCC(C)(C(=O)NCc2ccccc2)C1 (configuration not stated) | -8.6 | -3.2
O=C(c1cc2ccccc2[nH]1)N1CCN(C(=O)c2ccccc2C(F)(F)F)CC1 | 2.8 | -1.7
Cc1ccc(OCCCN2CCCC(C)C2)cc1 (configuration not stated) | 1.7 | -7.6
Cc1cc2c(N3CCCC(C(=O)NCc4ccccc4Br)C3)nccc2s1 (configuration not stated) | 12.1 | -7.5
Cc1ccc(-c2ncccc2O)cc1 | 1.2 | -7.1
CCc1ccccc1N1CCN(C(=O)c2ccccc2)C(C)C1=O (configuration not stated) | -3.3 | -7.1
C1CC(C2CCNCC2)CCN1 | -1.8 | x
CCCCSCCCNC(=O)C1=C(C)C(=O)OC12CCC(C)CC2 (configuration not stated) | -2.6 | 0.5
Cc1cccc(NC(=O)N2CCCC2c2cc(C)on2)c1 (configuration not stated) | -7.0 | 0.8
COCCNC(=O)C1c2ccccc2CCN1C(=O)c1ccc(C)cc1 (configuration not stated) | 14.9 | 1.4
Cc1cccc(CC(=O)NCCC2CCN(C(=O)c3ccccc3)CC2)c1 | 27.2 | 2.9
COc1ccc(N=C2NC(=O)/C(=C\c3ccc(-c4cc(C(=O)O)cc(C(=O)O)c4)o3)S2)cc1 | 8.0 | 12.4
CC(=O)N1c2ccccc2NC2=C(C(=O)CC(C)(C)C2)C1c1cccc(Br)c1 (configuration not stated) | 24.9 | -1.7
CC1=C(C(=O)Nc2ccccc2)C(c2sccc2C)n2nnnc2N1 (configuration not stated) | 4.0 | -3.1
CCc1ccc(-c2cn3ccsc3n2)cc1 | 14.0 | -2.1
COC(=O)c1ccc(Oc2c(C)oc3cc(OC(=O)c4ccco4)ccc3c2=O)cc1 | -0.2 | -3.0
O=S(CCSc1nnnn1-c1ccccc1)c1ccccc1 (configuration not stated) | -10.2 | x
Cc1cc(C)cc(C(=O)N2CCCC(C(=O)Nc3ccc(C)c(F)c3)C2)c1 (configuration not stated) | -0.8 | 2.4
Cc1noc(-c2cccc(F)c2)c1C(=O)NCc1cccs1 | 3.2 | -2.5
Cc1ccc(C(=O)N2CCN(c3ccccc3F)C(=O)C2C)cc1 (configuration not stated) | -2.5 | -3.0
CCOc1cccc(CN2CCC(C(=O)N3CCN(Cc4ccccc4)CC3)CC2)c1O | 28.4 | -5.6
O=C(Nc1ccc(N=Cc2c(O)cccc2Cl)cc1)c1ccc(F)cc1 | 1.0 | -2.2
Cc1cc(C)n(C(=O)c2ccc(S(=O)(=O)N3CCOCC3)cc2)n1 | -0.3 | -3.7
Cc1c(-c2ccccc2)nc2ccccc2c1C(=O)N1CCCC1 | 26.6 | 20.8
Cc1cc(N2C=NS(=O)(=O)c3cccnc32)ccc1Cl | -3.0 | -0.6
CCOc1cccc(-c2cncc(C(=O)NC3CC3)c2)c1 | 1.6 | -4.1
Cc1nnc(NC(=O)CCCc2ccccc2)s1 | 3.0 | -6.9
C=CCSc1nnc2c(n1)OC(c1ccncc1)Nc1ccccc1-2 (configuration not stated) | -1.0 | -2.6
CC(C)NC(=O)c1cncc(-c2ccccc2Cl)c1 | -4.0 | 2.4
COc1ccc(/C=C2/N=C(c3ccc(-c4ccccc4)cc3)OC2=O)c(OC)c1OC | 1.0 | -2.8
COc1cccc(C(=O)N2CCCC3(C2)NC(=O)N(Cc2cc(C)ccc2C)C3=O)c1 (configuration not stated) | 4.3 | -1.7
CC(C)C(NS(=O)(=O)c1cccs1)C(=O)Nc1ccc(C(F)(F)F)cc1 (configuration not stated) | 21.0 | 4.2
COc1ccc(CC(=O)NCC2OCCc3ccccc32)cc1 (configuration not stated) | -7.0 | -3.8
O=C(CC1CCCCC1)N1CCCC(COc2cccc(C(=O)N3CCCC3)c2)C1 (configuration not stated) | 19.6 | -8.0
Cc1ccc(-c2csc(/C(C#N)=C/C=C/c3ccc([N+](=O)[O-])cc3)n2)c(C)c1 | 2.4 | -2.1
CS(=O)(=O)N1CC(C(=O)Nc2ccccc2)C2(CCCCC2)C1 (configuration not stated) | 11.9 | -1.0
CC1CCN(Cc2cc(=O)oc3cc4c(cc23)CCC4)CC1 | -5.8 | -7.8
Cc1ccc2c(c1)N(CCC(C)C)N=C(C(=O)N1CCCCC1)S2(=O)=O | -9.9 | 2.5
COc1ccc(Cn2cc(CN3CC(N4CCCCC4)CS3(=O)=O)nn2)cc1 (configuration not stated) | -15.5 | -6.9
CCNC(=O)Nc1cccnc1N1CCCCC1 | 7.1 | -8.0
COc1ccc(N2C(=O)C3C4C=CC(C5CC45)C3C2=O)c([N+](=O)[O-])c1 (configuration not stated) | 1.0 | 28.4
Cc1nn(-c2ccc(C(=O)NC3CCCCC3)cc2)c2c1C(=O)CCC2 | -0.3 | -0.4
Cc1ccc(CNC(=O)C2CC(=O)N(CCc3ccccc3)C2)cc1 (configuration not stated) | -5.0 | -0.5
O=C(Nc1ccn(-c2ccccc2)n1)c1ccc(Cl)cc1 | -11.9 | -12.5
CC1(C)CC2CC(C)(CN2C(=O)CCCN2C(=O)c3ccccc3C2=O)C1 (configuration not stated) | 2.3 | 1.0
COCCCNC(=O)c1c(NC(=O)c2ccccc2Br)sc2c1CCCC2 | -23.8 | 0.0
Cc1ccc(N2CC(C(=O)NC3CCCc4ccccc43)CC2=O)cc1 (configuration not stated) | 5.0 | -0.1
O=C1C(=Cc2ccco2)N=C(c2ccccc2)N1N=Cc1ccc(F)cc1 | x | -1.3
COc1ccc(-n2ncc3c(NCc4cccs4)ncnc32)cc1 | 8.0 | 6.9
CC1(C(=O)NCc2ccccc2)Cc2ccccc2C(=O)N1Cc1ccco1 (configuration not stated) | -6.8 | 3.0
O=C(C[n+]1ccccc1)Nc1ccc(C(=O)O)cc1 | -2.0 | -0.6
CCN(C)C1=Nc2ccccc2Oc2ccc(NC(=O)C(C)C)cc21 | 3.5 | -2.3
Cc1ccc(C(=O)N2CC3CC2CC3NC(=O)c2ccccc2)cc1F (configuration not stated) | 7.5 | 5.1

No new results follow: an excerpt of the list.
SMILES | mHTT CaM bind | Pf apPOL block
C=CCSc1nnc2c(n1)OC(c1ccncc1)Nc1ccccc1-2 (configuration not stated) | -1.0 | -2.6
CC(C)NC(=O)c1cncc(-c2ccccc2Cl)c1 | -4.0 | 2.4
COc1ccc(/C=C2/N=C(c3ccc(-c4ccccc4)cc3)OC2=O)c(OC)c1OC | 1.0 | -2.8
COc1cccc(C(=O)N2CCCC3(C2)NC(=O)N(Cc2cc(C)ccc2C)C3=O)c1 (configuration not stated) | 4.3 | -1.7
CC(C)C(NS(=O)(=O)c1cccs1)C(=O)Nc1ccc(C(F)(F)F)cc1 (configuration not stated) | 21.0 | 4.2
COc1ccc(CC(=O)NCC2OCCc3ccccc32)cc1 (configuration not stated) | -7.0 | -3.8
O=C(CC1CCCCC1)N1CCCC(COc2cccc(C(=O)N3CCCC3)c2)C1 (configuration not stated) | 19.6 | -8.0
Cc1ccc(-c2csc(/C(C#N)=C/C=C/c3ccc([N+](=O)[O-])cc3)n2)c(C)c1 | 2.4 | -2.1
CS(=O)(=O)N1CC(C(=O)Nc2ccccc2)C2(CCCCC2)C1 (configuration not stated) | 11.9 | -1.0
CC1CCN(Cc2cc(=O)oc3cc4c(cc23)CCC4)CC1 | -5.8 | -7.8
Cc1ccc2c(c1)N(CCC(C)C)N=C(C(=O)N1CCCCC1)S2(=O)=O | -9.9 | 2.5
COc1ccc(Cn2cc(CN3CC(N4CCCCC4)CS3(=O)=O)nn2)cc1 (configuration not stated) | -15.5 | -6.9
CCNC(=O)Nc1cccnc1N1CCCCC1 | 7.1 | -8.0
COc1ccc(N2C(=O)C3C4C=CC(C5CC45)C3C2=O)c([N+](=O)[O-])c1 (configuration not stated) | 1.0 | 28.4
Cc1nn(-c2ccc(C(=O)NC3CCCCC3)cc2)c2c1C(=O)CCC2 | -0.3 | -0.4
Cc1ccc(CNC(=O)C2CC(=O)N(CCc3ccccc3)C2)cc1 (configuration not stated) | -5.0 | -0.5
O=C(Nc1ccn(-c2ccccc2)n1)c1ccc(Cl)cc1 | -11.9 | -12.5
CC1(C)CC2CC(C)(CN2C(=O)CCCN2C(=O)c3ccccc3C2=O)C1 (configuration not stated) | 2.3 | 1.0
COCCCNC(=O)c1c(NC(=O)c2ccccc2Br)sc2c1CCCC2 | -23.8 | 0.0
Cc1ccc(N2CC(C(=O)NC3CCCc4ccccc43)CC2=O)cc1 (configuration not stated) | 5.0 | -0.1
O=C1C(=Cc2ccco2)N=C(c2ccccc2)N1N=Cc1ccc(F)cc1 | x | -1.3
COc1ccc(-n2ncc3c(NCc4cccs4)ncnc32)cc1 | 8.0 | 6.9
CC1(C(=O)NCc2ccccc2)Cc2ccccc2C(=O)N1Cc1ccco1 (configuration not stated) | -6.8 | 3.0

Other results.
SMILES | mHTT CaM bind | Pf apPOL block
COc1ccc(C(=O)N2CCC(Cc3nc4cccnc4n3C(C)C)C2)c(C)c1 (configuration not stated) | 5.8 | 2.3
Cc1ccc(NC(=O)CCCNS(=O)(=O)c2cccs2)cc1F | -7.0 | -2.9
O=C(NCc1cccnc1)C1CCN(Cc2ccc(F)cc2)CC1 | -4.5 | -2.6
Cc1noc(-c2ccc3c(c2)OCO3)c1C(=O)NCCc1ccc(F)cc1 | -3.1 | 2.0
O=[N+]([O-])c1ccc2oc(-c3cccc(O)c3)nc2c1 | 13.0 | -21.8
CCN(CC)C(=O)c1ccc(OC)c(OC)c1 | -6.8 | -6.8
O=C1OC(c2cccc(Cl)c2)=N/C1=C\c1ccccc1F | -4.0 | 6.3
CC(=O)c1cccc(Nc2ncnc3c2cnn3-c2ccc(C)cc2C)c1 | 22.0 | -4.8
COc1ccc(C(=O)Nc2c3c(nn2-c2ccc(C)cc2C)CSC3)cc1OC | 31.0 | 0.3
CC#CCCC(=O)Nc1cccc(C(=O)O)c1 | -1.5 | -8.6
CSC(=C(C#N)S(=O)(=O)C(C)C)N1CCCCC1 | x | -0.8
CCc1cc(C2CCCN2C(=O)Nc2cc(Cl)c(OC)cc2OC)on1 (configuration not stated) | 4.0 | 6.4
Cc1nnc(N2C(=O)C(O)=C(C(=O)c3ccco3)C2c2cccc([N+](=O)[O-])c2)s1 (configuration not stated) | 1.2 | -4.8
O=C(O)c1ccc(Sc2ccccn2)c([N+](=O)[O-])c1 | 0.9 | -2.4
Cc1sc(C(C2C(=O)CC(C)(C)CC2=O)C2C(=O)CC(C)(C)CC2=O)cc1Br | 11.8 | x
Cc1cccc(-c2noc(C3CCCCN3)n2)c1 (configuration not stated) | -15.6 | -1.4
CCc1nc2c(o1)NC(N)=C(C#N)C21CCN(C)CC1 | -1.2 | x
COc1ccc2nc(C(=O)N3CCCCC3)cc(Nc3ccccc3)c2c1 | 6.5 | -0.4
Cc1ccc(NC(=O)Cn2ccc3sccc3c2=O)cc1C | -3.7 | -0.1
